Arr AP2 block = inhibitors of beta-arrestin/AP2 binding, primary screen, biochemical, GPCR trafficking, flow cytometry | FITC-arrestin peptide / GST-AP2 beads; AP2 beta2 appendage carries R879A mutation | inhibition, % at 10 µM | 340,000 tested, 0.31% active;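 active = inhibition above a set limit, near 3 SD of compounds lacking own fluorescence, cut at about 54% in these data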;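 note: plate controls were DMSO wells for no effect and 5 µM unlabelled arrestin peptide for full effect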
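System: GST-AP2 R879A glutathione beads; medium: PBS, Tween 20 0.05%, BSA 0.1%; reagent: fluorescein-tagged arrestin peptide at 50 nM final; schedule: pre-incubation 12 min, peptide binding 1 h, room temperature; detection: flow cytometry, FL1 (488/535 nm); read-out: inhibition as reduced fluorescein signal on beads, percent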
Keap1-Nrf2 PPI = Keap1-Nrf2 protein-protein interaction inhibitors, primary screen, biochemical, fluorescence polarization, single point; Kelch-like ECH-associated protein 1 (Homo sapiens), Q14145; Keap1 Kelch-Nrf2 peptide fluorescence polarization, 1536-well; inhibition, % at 9.4 µM; 340,000 tested, 0.15% active; AID 504523, 2011; in the data active = inhibition above about 12%; inconclusive = no clear call, values can overlap the other calls; inactive = below about 7.3%;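 note: human Keap1 Kelch domain with fluorescein labeled Nrf2 9mer peptide probe; 0% = neutral control wells and 100% = peptide positive control; higher means more block of Keap1 binding to Nrf2 peptide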
NSD2 inh = NSD2 histone methyltransferase inhibitors, primary screen, biochemical, AlphaScreen, single concentration, set 2 | Histone-lysine N-methyltransferase NSD2 (Homo sapiens), O96028 | NSD2 peptide methylation, 120 min | inhibition, % at 12.5 µM | 310,000 tested, 0.54% active | AID 743445, 2014; in the data active = inhibition above about 50%
Target sequence (O96028 whole entry, looked up): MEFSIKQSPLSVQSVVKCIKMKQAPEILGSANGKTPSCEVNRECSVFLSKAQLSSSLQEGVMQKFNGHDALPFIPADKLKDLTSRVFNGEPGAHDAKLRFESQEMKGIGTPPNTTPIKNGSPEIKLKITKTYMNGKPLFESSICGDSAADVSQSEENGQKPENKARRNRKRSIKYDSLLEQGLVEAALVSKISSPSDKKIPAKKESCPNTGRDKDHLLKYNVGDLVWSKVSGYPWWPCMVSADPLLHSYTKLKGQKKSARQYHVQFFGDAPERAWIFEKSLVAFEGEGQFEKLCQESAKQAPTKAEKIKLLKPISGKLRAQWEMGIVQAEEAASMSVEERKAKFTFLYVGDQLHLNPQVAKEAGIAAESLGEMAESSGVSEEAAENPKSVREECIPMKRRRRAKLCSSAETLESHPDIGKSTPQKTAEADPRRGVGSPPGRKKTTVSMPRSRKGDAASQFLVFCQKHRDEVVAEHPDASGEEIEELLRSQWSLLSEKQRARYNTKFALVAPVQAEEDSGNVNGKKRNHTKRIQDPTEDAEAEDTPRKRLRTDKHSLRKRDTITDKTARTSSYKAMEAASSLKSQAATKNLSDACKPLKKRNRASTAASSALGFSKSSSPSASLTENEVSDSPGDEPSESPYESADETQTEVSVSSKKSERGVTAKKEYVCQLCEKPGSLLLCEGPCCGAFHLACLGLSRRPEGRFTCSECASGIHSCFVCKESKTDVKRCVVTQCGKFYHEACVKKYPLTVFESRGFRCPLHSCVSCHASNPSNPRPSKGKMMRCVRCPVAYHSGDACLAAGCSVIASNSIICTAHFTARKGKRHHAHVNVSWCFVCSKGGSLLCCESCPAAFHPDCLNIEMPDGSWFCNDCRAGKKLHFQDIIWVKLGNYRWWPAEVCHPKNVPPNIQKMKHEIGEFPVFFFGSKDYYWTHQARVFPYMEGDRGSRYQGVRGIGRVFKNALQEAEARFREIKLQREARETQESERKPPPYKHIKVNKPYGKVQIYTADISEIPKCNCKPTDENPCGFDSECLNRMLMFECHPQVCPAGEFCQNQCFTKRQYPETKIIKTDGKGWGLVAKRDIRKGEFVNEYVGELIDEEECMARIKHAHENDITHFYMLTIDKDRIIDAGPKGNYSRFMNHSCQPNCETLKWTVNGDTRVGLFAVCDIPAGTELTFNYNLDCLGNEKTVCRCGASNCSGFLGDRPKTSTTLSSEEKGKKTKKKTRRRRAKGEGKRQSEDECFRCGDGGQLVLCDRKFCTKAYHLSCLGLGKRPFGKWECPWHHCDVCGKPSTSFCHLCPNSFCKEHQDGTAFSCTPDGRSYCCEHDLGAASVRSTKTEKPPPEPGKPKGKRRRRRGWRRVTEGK
DAGLB inhibitor = DAGLB lipase inhibitors, primary screen, biochemical, fluorescence, HTS; Diacylglycerol lipase-beta (Homo sapiens), Q8NCG7; HEK293T DAGLB membrane lysate, EnzChek fluorogenic substrate; inhibition, % at 5.17 µM; 340,000 tested, 0.059% active; AID 504411, 2011; in the data active = inhibition above about 34%;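 note: 0% = enzyme with vehicle and 100% = wells lacking enzyme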
SR-BI DiI inh = inhibitors of SR-BI mediated HDL lipid uptake, primary screen, ldlA[mSR-BI] cells, fluorescence, single point | ldlA[mSR-BI] CHO cells, DiI-HDL uptake fluorescence, 3 h | Scavenger receptor class B member 1 (Mus musculus), Q61009 | inhibition, % at 12.5 µM | 320,000 tested, 0.96% active;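 active = mean replicate inhibition of at least 70% and a set share of replicates each scoring 70 or more; inconclusive = meets just one of the two criteria; inactive = fails both criteria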;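 note: 0% = median of neutral control wells and 100% = median of positive control wells; values of inactives mirror those of a sister screen read the other way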
RTF Ca sens inh = cardiac RTF calcium sensitivity inhibitors, primary screen, biochemical, IANBD-TnC fluorescence, EC70 calcium; Troponin I, cardiac muscle (Homo sapiens) + Troponin T, cardiac muscle (Homo sapiens) + …; IANBD-labeled cardiac RTF, Ca2+ fluorescence; inhibition, % at 7.15 µM; 340,000 tested, 0.12% active; AID 493244, 2011;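 active = inhibition above the mean inhibition of all tested compounds plus 3 SD, cut at about 17% in these data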;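 note: assay run at fixed EC70 calcium of 1.6 mM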
PKA-R2B act = activators of PKA-R2B holoenzyme, primary screen, biochemical, fluorescence polarization, Cy5-IP20, human; cAMP-dependent protein kinase catalytic subunit beta (Homo sapiens) + cAMP-dependent …; PKA-R2B holoenzyme dissociation; R2B truncated from residue 108, S112A mutant; 0% DMSO only, 100% 113 µM cGMP; activation, % at 11.4 µM; 340,000 tested, 0.079% active; AID 504700, 2011;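 active = activation above a cutoff set at the mean over all compounds plus 3 SD, cut at about 18% in these data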;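 note: higher means more holoenzyme dissociation and a rise in polarization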
C-LANA FP = inhibitors of KSHV C-LANA binding to DNA, primary screen, biochemical, fluorescence polarization, FAM-LBS DNA, MBP-C-LANA, single point. Kaposi's sarcoma herpesvirus LANA C-terminal domain (residues 932-1162) DNA binding. inhibition, % at 9 µM. 340,000 tested, 0.078% active. AID 504423, 2011;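 active = highest replicate inhibition at or above 60% at 9 µM, even if other replicates fall short; inactive = all replicates below 60% inhibition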;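 note: 0% = neutral control wells and 100% = 4 µM acridine orange control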
SR-BI uptake up = activators of SR-BI mediated DiI-HDL uptake, primary screen, ldlA[mSR-BI] CHO cells, DiI fluorescence; 3 h; 100 = double the neutral-control signal; activation, % at 12.5 µM; 320,000 tested, 0.096% active; AID 504775, 2011;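 active = mean replicate activation of at least 60% and every replicate at or above 60%; inconclusive = mean or all-replicate condition met, but not both; inactive = mean below 60% and not all replicates reaching 60%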;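 note: 0% = median plate neutral-control signal and 100% = twice that signal; values of inactives mirror those of a sister screen read the other way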
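Material: SR-BI-overexpressing, LDLR-lacking CHO cells; schedule: compound exposure 3 h, 37 °C; reagent: DiI-labelled HDL at 10 µg/mL final; technique: bottom-read fluorescence, 550/595 nm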
PvdQ inh = P. aeruginosa PvdQ acylase inhibitors, primary screen, biochemical, fluorescence, plate reader and imaging, single point; PvdQ acylase [Pseudomonas aeruginosa LESB58]; purified PvdQ acylase; inhibition, % at 10 µM; 340,000 tested, 0.063% active; in the data active = inhibition above about 30%, passing the limit was not always enough; inconclusive = no clear call, values can overlap the other calls;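 note: 0% = vehicle neutral wells and 100% = reference inhibitor wells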
The depositor's hits bear a star; ? = inconclusive; . = no result given. Outcome played no part in choosing rows. Share with any hit: about 2.1%.

RTF Ca sens inh	PvdQ inh	Keap1-Nrf2 PPI	Arr AP2 block	DAGLB inhibitor	C-LANA FP	SR-BI uptake up	SR-BI DiI inh	NSD2 inh	PKA-R2B act	compound
-2	-17	-2	-1	2	-1.4	-2	2	-3	2	COC(=O)[C@H](Cc1ccccc1)NC(=O)N1CCCCCC1
9	-11	-2	-3	-4	-1.5	-6	13	-2	-10	O=c1cc(-c2ccc3c(c2)OCCO3)oc2ccc(Cl)cc12
2	7	0	24	-3	0.9	-16	16	-7	-7	O=C(Nc1nc2ccccc2[nH]1)c1cc(F)cc(F)c1
1	-16	1	-6	-2	-2.8	-3	3	-6	4	CC(C)c1nnc(NC(=O)C2CCCN2C(=O)Nc2cccc(Cl)c2)s1 (configuration not stated)
-9	-9	-2	-10	-2	-1.6	-3	3	-1	-12	COc1ccc(C(=O)/C=C/Nc2ccccn2)cc1
2	-7	0	-8	-2	-0.6	-13	13	-6	-4	CCc1nn(C(C)C(=O)N2CCN(Cc3ccccc3)CC2)c(=O)c2cc3occc3n12 (configuration not stated)
-13	-18	-6	-2	0	0.6	.	.	.	2	CCOC(=O)c1csc(NC(=O)C(C)(C)C)n1
3	-8	4	2	0	-1.6	29	-29	1	0	COC(=O)c1[nH]c2cccc(OC)c2c1NC(=O)CCN1CCN(c2ccccc2OC)CC1
-2	-11	3	-28	3	0.7	12	-12	0	-4	Nn1c(Cc2ccccc2F)n[nH]c1=S
-3	-19	1	-8	-4	1.5	6	-6	2	-5	OCCC1CN(Cc2cc3c(cc2Cl)OCO3)CCN1Cc1ccccc1 (configuration not stated)
12	2	1	25	-18	-0.1	3	-3	.	-4	CCC[C@H]1CCCC/C=C\CCCC(=O)OCCN1C(=O)OC(C)(C)C
-3	-4	0	0	-2	-1.4	4	-4	.	-9	C=C1CCN([C@H](C(=O)O)C(C)C)S(=O)(=O)c2ccccc21
-8	-12	-9	0	-2	-2.9	9	-9	5	3	COc1ccccc1C(CNC(=O)C1CC(=O)N(Cc2ccccc2)C1)N1CCCC1 (configuration not stated)
-2	-65	-1	20	-3	0.7	-5	5	.	10	CC(Oc1ccc2cc(-c3ccccc3)c(=O)oc2c1)C(=O)NCC1CCC(C(=O)O)CC1 (configuration not stated)
-7	-11	-4	6	2	0.8	.	.	.	16	Cc1ccc(-c2ccc(CCC(=O)O)n2C(C)C)cc1
-1	-2	2	8	0	0.4	0	0	0	-11	Cc1cc(/C=N/O)c(C)n1-c1cccc(Cl)c1
-9	-18	-6	2	-5	-0.2	1	-1	-23	5	CCOCCCNC(=O)CN1C(=O)c2cccc3cccc1c23
1	3	-3	11	2	1.6	-41	41	2	-6	Cc1cc(C)c(NC(=O)C(C)Sc2nc3ccc(N4C(=O)c5ccccc5C4=O)cc3s2)c(C)c1 (configuration not stated)
-15	-8	-3	1	2	0.4	3	-3	-5	3	Cc1cc(C)n(C(=O)/C(C#N)=N\Nc2ccccc2[N+](=O)[O-])n1
7	-9	-4	-1	1	-1.5	-17	17	-3	-14	CN(C)c1ccnc2sc3c(SCc4ccc(Cl)cc4)ncnc3c12
-4	-15	-4	9	-1	0.6	2	-2	-2	1	Cc1cc(S(=O)(=O)Nc2c(C)nn(C)c2C)c(Cl)cc1Cl
1	-10	-3	5	2	-1.1	20	-20	.	-12	CCC(CC)CN1CCN=C1N(C)C
-3	-5	-3	13	3	-0.1	37	-37	82*	-4	Nc1c(C(=O)NCc2ccc(F)cc2)c2nc3ccccc3nc2n1CCCN1CCOCC1
-4	-10	-4	-4	1	-0.6	-32	32	.	-4	CCOC(=O)C1CCCN(C(=O)Cn2nc(CC)n3c(cc4sccc43)c2=O)C1 (configuration not stated)
0	7	-3	27	-1	1.5	-40	40	17	7	CC(C)(C)c1nc2ccccc2c2nnc(SCC(=O)Nc3nccs3)n12
-19	-13	-1	-3	-2	-0.4	-2	2	-6	-2	CC(C)CN(C(=O)CSc1nc2ccccc2o1)c1c(N)n(Cc2ccccc2)c(=O)[nH]c1=O
3	-2	-3	39	0	-1.5	7	-7	-1	6	CN(NC(=O)c1c(Cl)cccc1Cl)c1cccc(Cl)n1
-2	-1	2	36	-2	-2.5	1	-1	-1	10	Cc1ccc(S(=O)(=O)c2cc3c(=O)n4cccc(C)c4nc3n(CC3CCCO3)c2=N)cc1C (configuration not stated)
-7	-12	-8	-2	-2	0.7	39	-39	13	-3	COc1ccc(CN(C(=O)c2ccco2)c2ccc(Br)cc2)cc1OC
-11	-12	-3	4	0	3.5	32	-32	-3	2	Cc1ccc(C(=O)C(C)OC(=O)CN2C(=O)NC3(CCCC3)C2=O)cc1C (configuration not stated)
-2	-1	1	8	-8	0.8	-11	11	-3	-2	c1ccc2c(c1)CCc1c-2nc2ccccc2c1N1CCOCC1
-1	?	-3	-17	-2	-1.1	-20	20	-2	-4	NC(=O)c1ccc(NC(=O)COC(=O)c2n[nH]c3ccccc23)cc1
-2	-1	-1	11	2	0.6	8	-8	-5	3	COc1ccc(/C=N/NC(=O)CO/N=C(\C)c2cccs2)cc1
-15	-4	-1	18	-1	0.9	-3	3	3	-14	CC1(C)Cc2cccc(OCC(=O)N3CCN(S(=O)(=O)c4ccc(F)cc4)CC3)c2O1
-6	-4	6	5	0	2.9	-2	2	-2	-2	COc1ccc(NC(=O)Cc2cccc3ccccc23)cc1
-2	-7	1	-1	-2	0.3	6	-6	-2	-5	Nc1ccccc1SCC1CSc2nc3ccccc3c(=O)n21 (configuration not stated)
-6	-16	-1	-1	0	-0.9	7	-7	0	-10	O=S(=O)(NCC1CCN(Cc2ccccc2)CC1)c1ccccc1C(F)(F)F
-19	12	0	31	5	-1.2	7	-7	0	-4	Nc1nc(SCc2ccc([N+](=O)[O-])cc2)nc2nc3c(cc12)CCCC3
-13	7	1	-2	-5	3.4	6	-6	.	-8	COc1ccc(/C=C2\Oc3ccccc3C2=O)cc1
7	-6	-5	-2	5	-0.8	-8	8	-1	-3	COc1ccc(/C=N/NC(=S)Nc2cccc(C(=O)O)c2)cc1OC
-27	-13	-5	-3	0	-0.3	2	-2	-11	-2	OCCN1CCN(CCOc2cccc(Cl)c2)CC1
3	2	0	16	-1	-1.3	0	0	-13	0	COC(=O)CN1C2=NCCCN2c2ccccc21
6	-8	-2	-7	0	-0.6	-16	16	7	1	O=c1c(N2CCOCC2)nsnc1N1CCOCC1
-9	-4	-1	7	-3	-0.4	-3	3	1	-7	O=C(CN1CCCc2ccccc21)N/N=C/c1ccc(F)cc1F
-8	1	5	9	-16	-1.7	-25	25	-8	8	Cc1ccc(NC(=O)c2nn(C34CC5CC(CC(C5)C3)C4)cc2[N+](=O)[O-])cc1
-6	-2	-3	3	-5	-1.3	7	-7	0	5	CCOC(=O)c1ccc(S(=O)(=O)N2CCN(CCc3ccncc3)CC2)cc1
-1	-3	-5	.	-5	-0.3	-4	4	-1	7	Cc1ccc(S(=O)(=O)c2c(C(=O)c3ccccc3)cnc3cc4c(cc23)OCCO4)cc1
-10	4	-5	-7	-5	-1.8	23	-23	-11	-9	Oc1ccccc1/C=N/N1CCCCC1
4	3	0	37	-2	1.8	9	-9	-3	-5	Cc1cc(C)cc(C(=O)NCC(=O)OCC(=O)Nc2cccnc2Cl)c1
4	-15	-4	1	0	-1.5	1	-1	2	-1	CN(c1ccccc1)S(=O)(=O)c1ccc(Cl)c(C(=O)NCC(c2ccco2)N2CCCC2)c1 (configuration not stated)

Later entries:
RTF Ca sens inh	PvdQ inh	Keap1-Nrf2 PPI	Arr AP2 block	DAGLB inhibitor	C-LANA FP	SR-BI uptake up	SR-BI DiI inh	NSD2 inh	PKA-R2B act	compound
-5	9	-1	2	-2	-0.4	13	-13	1	-11	CCOC(=O)CN1N=C(c2ccc(Cl)cc2)CCC1=O
-2	6	2	0	-4	-0.1	18	-18	1	2	C=CCOc1ccc(CN(C)CC(O)COc2cccc3ccccc23)cc1 (configuration not stated)
-5	5	-1	12	0	1.3	-20	20	5	-13	CCC(C(=O)NCc1ccc(C)o1)n1nc(C)c2c(C)n(-c3ccccc3)nc2c1=O (configuration not stated)
-9	-5	-1	-15	2	-0.3	-1	1	-5	6	O=C(CS(=O)CC(=O)N(c1cccc(F)c1)C(C(=O)NC1CCCCC1)c1ccco1)Nc1ccc(F)cc1 (configuration not stated)
-3	2	1	33	-2	1.2	33	-33	.	-9	CCOc1ccc2nc(C)cc(C(=O)O)c2c1
2	0	-3	1	-1	0.0	11	-11	1	-1	COc1ccc(C(CNC(=O)C2CC2)N(C)C)cc1 (configuration not stated)
3	7	9	11	1	-0.1	12	-12	-2	4	Cn1c2c(c(=O)n(C)c1=O)C(c1ccc(O)cc1)Nc1ccccc1O2 (configuration not stated)
-10	-18	-3	-4	3	0.4	-2	2	0	8	Cc1nc(NC(=S)NC(=O)c2ccco2)sc1C(=O)N(C)C
-3	-8	-4	-5	1	-0.7	-27	27	.	6	CCOC(=O)c1c(N)n[nH]c1-c1ccc(OC)cc1
-5	-5	-5	-7	0	-0.3	9	-9	-2	-2	O=C(c1nc2ccccn2c1CN1CCCC(OCc2ccccc2)C1)N1CCCC1 (configuration not stated)
-11	1	-7	8	-1	-0.8	-9	9	-2	-8	COc1cc(NC(=O)CSc2nnc(NC(C)C)s2)cc(OC)c1OC

Quoted at random: 2 compounds from above.
RTF Ca sens inh	PvdQ inh	Keap1-Nrf2 PPI	Arr AP2 block	DAGLB inhibitor	C-LANA FP	SR-BI uptake up	SR-BI DiI inh	NSD2 inh	PKA-R2B act	compound
-5	9	-1	2	-2	-0.4	13	-13	1	-11	CCOC(=O)CN1N=C(c2ccc(Cl)cc2)CCC1=O
-2	6	2	0	-4	-0.1	18	-18	1	2	C=CCOc1ccc(CN(C)CC(O)COc2cccc3ccccc23)cc1 (configuration not stated)

High-throughput results: PubChem BioAssay, several laboratories
